From PubChem
AMA1-RON2 inh: qHTS for Inhibitors of AMA1-RON; Towards Development of Antimalarial Drug Lead: Primary Screen; Plasmodium falciparum AMA1 (3D7) - RON2 peptide interaction; AlphaScreen AMA1-biotinylated RON2 peptide binding; Potency, µM (doses to about 58.2 µM), inactives show top-dose activity change, negative = inhibition, most hits filed as inhibitors; 360,000 compounds, 0.2% hits; AID 720542, 2013;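 further: potency means the concentration at half of the fitted maximal effect; 0% = vehicle wells and -100% = peptide control; nearly all actives have a fitted effect of over 45% in size; some results filed as inactive show a strong effect at the top dose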
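AMA1 (3D7) with his tag at 25 nM final met compounds first, then biotinylated RON2 peptide at 25 nM; detection used donor plus acceptor beads, 10 µg/mL apiece, read by AlphaScreen after 30 min at room temperature.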
TbPYK inhibitor: qHTS of Trypanosoma Brucei Inhibitors; pyruvate kinase (Trypanosoma brucei), Q57TT1; TbPYK enzyme, Kinase-Glo Plus ATP luminescence, 45 min; Potency, µM (highest dose often 76.8 µM), inactives show at the highest dose activity, negative = inhibition, most hits filed as inhibitors; 410,000 compounds, 0.12% hits; AID 624173, 2012; further: potency means the concentration at half of the fitted maximal effect; nearly all actives have a fitted effect of over 50% in size
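Enzyme and substrate buffer are dispensed first and compound is pin-transferred. ADP at 130 uM final then starts the reaction, which runs 45 min at room temperature. Detection reagent is added for 10 min before luminescence is imaged.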
LmPK inh: qHTS Assay for Inhibitors of Leishmania Mexicana Pyruvate Kinase (LmPK); Q27686; purified LmPK, Kinase-Glo ATP luminescence, 1 h; Potency, µM (titrated, usually from 57.5 µM), for inactives: at the highest dose activity change, negative = inhibition, hits mostly inhibitors; 290,000 compounds, 0.37% hits; AID 1721, 2009; further: potency means the concentration at half of the fitted maximal effect
Target sequence (Q27686 whole entry, looked up): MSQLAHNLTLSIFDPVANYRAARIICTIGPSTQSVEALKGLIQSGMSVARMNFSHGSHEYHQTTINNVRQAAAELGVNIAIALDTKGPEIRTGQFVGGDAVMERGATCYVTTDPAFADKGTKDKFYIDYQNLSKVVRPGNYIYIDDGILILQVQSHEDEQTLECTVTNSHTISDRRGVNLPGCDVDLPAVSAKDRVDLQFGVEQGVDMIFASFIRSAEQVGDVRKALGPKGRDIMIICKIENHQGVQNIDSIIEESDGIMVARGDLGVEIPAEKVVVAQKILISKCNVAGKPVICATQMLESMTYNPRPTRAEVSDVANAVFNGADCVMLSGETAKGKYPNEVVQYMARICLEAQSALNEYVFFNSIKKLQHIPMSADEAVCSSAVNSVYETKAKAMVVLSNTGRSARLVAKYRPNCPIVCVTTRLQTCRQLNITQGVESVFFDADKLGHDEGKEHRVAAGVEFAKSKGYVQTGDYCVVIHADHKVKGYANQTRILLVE
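ATP generated from ADP (0.1 mM) and PEP (0.5 mM) by 0.1 nM LmPK over 1 h at room temperature (pH 7.2 imidazole buffer) was detected by coupled luciferase luminescence. Values were normalized to uninhibited and no-enzyme wells.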
HCMV inh: qHTS Assay for inhibitors of the human cytomegalovirus (HCMV). HFF cells, HCMV-luciferase reporter, 72 h; stronger effect = lower value. activity change, negative = inhibition, % at 57.5 µM. 410,000 compounds, 4.5% hits. AID 1259415, 2018; in the data active means activity change below about -60%; inconclusive means no clear call, values can overlap the other calls; inactive means above about -39%
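Inhibition of viral replication was scored as loss of reporter luminescence in HFFs infected with HCMV-luciferase (MOI 1 PFU/cell) for 72 h; compounds tested at 2 doses, normalized to buffer and Salinomycin controls.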
AmpC no deterg: qHTS Inhibitors of AmpC Beta-Lactamase (assay without detergent). P00811. AmpC nitrocefin hydrolysis, absorbance 480 nm, 0.0001% Triton. Potency, µM (highest dose often 57.1 µM), without a hit: at the top dose activity change, negative = inhibition, hits mostly inhibitors. 330,000 compounds, 0.52% hits. AID 485341, 2010;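 further: potency means the concentration at half of the fitted maximal effect; plate controls were no compound for no effect and no enzyme for full effect; nearly all actives have a fitted effect of over 20% in size; some results filed as inactive show a strong effect at the top dose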
Target sequence (P00811 whole entry, looked up): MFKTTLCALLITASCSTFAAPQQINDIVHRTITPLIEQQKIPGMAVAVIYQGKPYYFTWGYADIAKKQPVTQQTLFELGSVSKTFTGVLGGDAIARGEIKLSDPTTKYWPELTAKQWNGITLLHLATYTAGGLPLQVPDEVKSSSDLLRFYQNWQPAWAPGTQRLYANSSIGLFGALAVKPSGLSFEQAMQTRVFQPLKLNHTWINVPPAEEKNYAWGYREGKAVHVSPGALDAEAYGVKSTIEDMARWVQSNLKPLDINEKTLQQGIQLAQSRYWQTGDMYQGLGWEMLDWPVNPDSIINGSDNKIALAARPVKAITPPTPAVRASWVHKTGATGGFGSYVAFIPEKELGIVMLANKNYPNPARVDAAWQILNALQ
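20 mM phosphate pH 7.0 + 0.01% (detergent screen) or 0.0001% Triton X-100; 5.3 nM AmpC reagent; cpd preinc 15 min RT; nitrocefin (800 uM stock) to start; A480 q20 s × 4 min; Activity was normalised to no-enzyme and no-compound control wells.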
Sm TGR inh: qHTS Assay for the Inhibitors of Schistosoma Mansoni Peroxiredoxins; Schistosoma mansoni thioredoxin glutathione reductase (TGR), Q962Y6; purified TGR, DTNB reduction, TNB absorbance 405 nm; Potency, µM (top dose mostly 114 µM), for inactives: at the top dose activity change, negative = inhibition, most hits filed as inhibitors; 360,000 compounds, 3% hits; further: potency means the concentration at half of the fitted maximal effect; nearly all actives have a fitted effect of over 60% in size
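Kinetic colorimetric format: TGR-catalysed, NADPH-driven DTNB reduction monitored via TNB absorbance. Enzyme dispensed at 20 nM; compound exposure 15 min at room temperature before reaction start.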
AmpC detergent: qHTS Inhibitors of AmpC Beta-Lactamase (assay with detergent). Potency, µM (series often up to 114 µM), for inactives: at the highest dose activity change, negative = inhibition, usual class: inhibitors. P00811. 370,000 compounds, 0.041% hits. AmpC hydrolysis of nitrocefin, absorbance 480 nm, 0.01% Triton. AID 485294, 2010;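 further: potency means the concentration at half of the fitted maximal effect; 0% = no-compound wells and -100% = no-enzyme wells; nearly all actives have a fitted effect of over 25% in size; some results filed as inactive show a strong effect at the top dose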
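20 mM phosphate pH 7.0 + 0.01% (detergent screen) or 0.0001% Triton X-100; 5.3 nM AmpC reagent; cpd preinc 15 min RT; nitrocefin (800 uM stock) to start; A480 q20 s × 4 min; Activity was normalised to no-enzyme and no-compound control wells.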
* marks the source's active call; other numbers are inactive results; ? = inconclusive; . = no result given; [ ] = dose if it differs, or a comment. Unless noted, the call rests on the fitted dose curve; in most records, active means well fitted curve in the direction sought with a large enough effect; inconclusive means small, poorly fitted or top-dose-only effect, or another doubt; inactive means no such curve, though single readings can be large; an effect the other way counts as inactive or inconclusive. Unless noted, on the % scale 0 is the no-effect control and ±100 the full control effect.

SMILES	AMA1-RON2 inh	TbPYK inhibitor	LmPK inh	HCMV inh	AmpC no deterg	Sm TGR inh	AmpC detergent
O=C(c1ccc(CN2CCc3ccccc3C2)cc1)N1CCCCC1	-1%	0%	-1%	31	17%	-14%	?
Cc1ccc(S(=O)(=O)n2nnc3ccccc32)c(C)c1C	-13%	5%	-1%	-4	-12%	8%	1%
COc1ccc(C(=O)N2CCN(Cc3cc(OC)ccc3OC)CC2)cc1	?	-14%	-5%	18	45%	-8%	2%
Cc1cc(Nc2ccccc2)n(C(=O)c2ccc(Cl)cc2)n1	-9%	-4%	-1%	10	-22%	-1%	-3%
CC1=CC(C)(C)Nc2ccc(OC(=O)CN3C(=O)C4CCCCC4C3=O)cc21 (stereo unspecified)	-14%	2%	6%	-63*	19%	-15%	?
CCN(CC)S(=O)(=O)c1cccc(NC(=O)c2cc(=O)[nH]c3ccccc23)c1	-17%	3%	-3%	-9	0%	-15%	-6%
COc1ccccc1NC(=O)c1cc2cc(Br)ccc2oc1=N	0%	2%	3%	-6	-34%	-26%	-1%
Cc1cccc(OCC(=O)Nc2ccc(Cl)c(-c3nc4ncccc4o3)c2)c1C	.	5%	.	-23	.	7%	13%
CCCCc1ccc(NC(=O)N[C@@H](CC(C)C)C(=O)O)cc1	-11%	4%	3%	-32	-14%	11%	7%
CCN(CC)c1ccc(/C=C2\SC(=O)N(C(C)C)C2=O)o1	-13%	?	0%	.	29%	1.8µM*	-7%
COc1cc(CN2C[C@@H](CO)O[C@@H](n3cnc4c(NC5CCCC5)ncnc43)C2)cc(OC)c1OC	-7%	1%	.	-24	.	.	.
O=C(NCCN1CCCCC1)Nc1ccccc1	1%	-2%	2%	43	-22%	4%	5%
COc1ccc(C(=O)C[n+]2ccc3c(c2)nc(-c2cc(OC)c(OC)cc2OC)n3C)cc1	-13%	9%	3%	?	41%	5%	?
Cc1ccc(S(=O)(=O)N2CCN(C(=O)c3ccc(-n4cncn4)c([N+](=O)[O-])c3)CC2)c(C)c1	22%	6%	.	?	.	.	.
Cc1ccc(F)c(NC(=O)c2ccc(Cn3cc(Cl)cn3)cc2)c1	7%	2%	-11%	17	-10%	.	-9%
CCOc1c(Br)cc(C2CC(=O)Nc3cc4c(cc32)OCO4)cc1OC (stereo unspecified)	.	-1%	.	11	.	-2%	-12%
COc1ccc(NS(=O)(=O)c2ccc(NS(=O)(=O)c3ccc(C)cc3)cc2)nn1	-4%	-9%	9%	69	-47%	0%	-10%
CC12CCC(C/C1=N/OC(=O)c1cccc([N+](=O)[O-])c1)C2(C)C (stereo unspecified)	-12%	-10%	0%	-65*	-9%	-17%	3%
COC(=O)c1ccc(COc2ccc(/C=N/N3CCN(C)CC3)cc2)cc1	-12%	2%	3%	2	-13%	5%	-3%
O=S(=O)(c1cccs1)N1CCN(CCOc2ccccc2)CC1	-7%	-2%	.	?	-1%	-3%	-14%
CCOC(=O)COc1nc(Nc2ccccc2C)nc(N(C)C)n1	-20%	-3%	1%	-22	5%	0%	-12%
CC(NC(=O)CN1C(=O)NC2(CCCCCCC2)C1=O)c1ccccc1 (stereo unspecified)	10%[11.6 µM]	-12%	.	-6	-14%	.	.
Fc1ccc(-c2nc(Nc3ccc(F)c(Cl)c3)nc3c2COc2ccccc2-3)cc1	.	1%	.	-17	.	1%	2%
COc1ccc(C)cc1NC(=O)c1ccc(CN2CCN(c3ccccc3)CC2)cc1	?	-15%	-2%	?	17%	11%	-6%
CCOC(=O)C1=C(C)NC(=O)CC1c1cc2c(cc1[N+](=O)[O-])OCO2 (stereo unspecified)	-12%	-5%	3%[11.5 µM]	-9	-14%	3%	5%
CC(C)(C)N(Cc1ccccc1)C(=O)COC(=O)CN1C(=O)C2CC=CCC2C1=O (stereo unspecified)	1%	3%	1%	30	138%[activator]	6%	4%
c1ccc2oc(-c3ccc(Nc4nc(N5CCCCC5)nc(N5CCOCC5)n4)cc3)nc2c1	.	.	0%	.	-19%	19%	-14%
Cc1noc(/C=C/N(C)C)c1S(=O)(=O)N(C)CC(=O)NC1CCCCC1	-6%	0%	4%	39	72%[activator]	-4%	-4%
O=C(CSc1nc2c(c(=O)[nH]1)CCC2)Nc1ccccc1F	.	-5%	.	-4	.	-4%	14%
CCOc1ccc(C(=O)Nc2nnn(CC)n2)cc1	-4%	-1%	-17%	99	-12%	0%	?
CC(c1ccccc1)N1CCc2[nH]c(=S)[nH]c(=O)c2C1 (stereo unspecified)	13%	-6%	-2%	?	-22%	4%	5%
COC(=O)c1ccc(/C=N/Nc2nc(-c3ccccc3)cs2)cc1	9%	-5%	4%	95	-6%	6%	0%
CCSc1nnc2c(n1)OC(c1ccc(C)cc1)N(C(C)=O)c1ccccc1-2 (stereo unspecified)	.	1%	.	4	.	-7%	-1%
O=C(COc1ccc(F)cc1Cl)Nc1ccccc1C(=O)N1CCCCC1	-23%	3%	.	-1	-7%	-10%	0%
CCOC(=O)c1ccccc1NC(=O)N1CCCN(S(=O)(=O)c2ccc3c(ccn3CC)c2)CC1	.	1%	.	8	.	-19%	15%
O=[N+]([O-])c1ccc2c(c1Nc1ccccc1)=NC1(CCCCC1)N=2	?	-6%	-7%	38	-8%	-17%	-10%
CCC(=O)N/N=C(\C)CC(=O)Nc1ccc2ccccc2c1	64%[activator]	0%	-2%	50	95%[activator]	-1%	-9%
Cc1ccc(S(=O)(=O)N2CC3(C)CN(S(=O)(=O)c4ccc(C)cc4)CC(C)(C2)C3O)cc1 (stereo unspecified)	-1%	3%	-5%	39	-21%	6%	?
O=C(/C=C/c1ccco1)NCCCN1CCOCC1	3%	3%	-10%	11	3%	11µM*	-4%
Cc1cc(C)cc(NC(=O)C(CC(C)C)NC(=O)C2CCCCC2)c1 (stereo unspecified)	.	3%	.	-8	.	8%	3%
Cc1ccc(C)c(N2CCN(CCCc3ccccc3)CC2)c1	2%	6%	-1%	7	-2%	-7%	?
CS(=O)(=O)N1CCN(c2ccc(NC(=S)NC(=O)c3ccccc3[N+](=O)[O-])cc2)CC1	5%	-4%	1%	-30	-25%	1%	-3%
O=C(Cc1cccc(NC(=O)C2CCCN(C(=O)C3CCCCC3)C2)c1)Nc1cccc(C(=O)N2CCOCC2)c1 (stereo unspecified)	-2%	0%	.	3	.	.	.
CSc1ccccc1OCc1cc(C(=O)NCCc2ccco2)no1	4%	-2%	-4%	56	-9%	-23%	7%
CC1CCCC(C)N1C(=O)CSc1nnc(-c2cccs2)o1 (stereo unspecified)	8%	-4%	-3%	77	-13%	-1%	-14%
COc1ccc(/C=C/C(=O)OCC(=O)Nc2ccc(N3CCOCC3)cc2)cc1OC	-5%	1%	-1%	-1	21%	0%	-1%
Cc1ccccc1N(CC(=O)N/N=C/c1cc(C)n(-c2ccccc2C)c1C)S(C)(=O)=O	6%	0%	5%	53	31%	3%	7%
CCCN1CCc2c(sc(NC(=O)c3ccc(S(=O)(=O)N4CCN(C(=O)OCC)CC4)cc3)c2C(N)=O)C1	-8%	0%	4%	-3	184%[activator]	-10%	-11%
COc1ccccc1-c1cccc([C@@H]2C[C@H]3[C@H](CON3C)CN2Cc2cc(Cl)cc(Cl)c2)c1	-14%	-4%	.	-4	.	.	.
O=C(N/N=C/c1ccc([N+](=O)[O-])s1)c1ccccc1Br	9%	7%	-3%	-77*	-24%	?	-12%
COCCn1c(SCC(=O)c2ccccc2)nc2c(c1=O)SCC2	1%	-5%	1%[11.5 µM]	-2	-17%	-5%	-3%
CCOc1ccccc1C(=O)Nc1ccc(S(=O)(=O)Nc2nc(C)cc(C)n2)cc1	.	3%	.	-11	.	-6%	-1%
CSc1nc2[nH]c(=O)n(O)c(=O)c2n1Cc1ccccc1	21%	1%	.	31	.	.	.
CN(C(=O)COc1ccc(Cl)cc1)c1nnc(C23CC4CC(CC(C4)C2)C3)s1	.	.	1%	.	-12%	-2%	1%
